PI4K2A inh: PI4K2A (human) kinase inhibition | hit rate 0.13% among 420,000 | purified PI4K2A, ADP-Glo luminescence, 1 h; stronger effect = lower value | Q9BTU6 | activity change, negative = inhibition, % at 76.9 µM; in the data active = activity change below about -50%;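 also: -100% = wells without enzyme as full effect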
Target sequence (Q9BTU6 whole entry, looked up): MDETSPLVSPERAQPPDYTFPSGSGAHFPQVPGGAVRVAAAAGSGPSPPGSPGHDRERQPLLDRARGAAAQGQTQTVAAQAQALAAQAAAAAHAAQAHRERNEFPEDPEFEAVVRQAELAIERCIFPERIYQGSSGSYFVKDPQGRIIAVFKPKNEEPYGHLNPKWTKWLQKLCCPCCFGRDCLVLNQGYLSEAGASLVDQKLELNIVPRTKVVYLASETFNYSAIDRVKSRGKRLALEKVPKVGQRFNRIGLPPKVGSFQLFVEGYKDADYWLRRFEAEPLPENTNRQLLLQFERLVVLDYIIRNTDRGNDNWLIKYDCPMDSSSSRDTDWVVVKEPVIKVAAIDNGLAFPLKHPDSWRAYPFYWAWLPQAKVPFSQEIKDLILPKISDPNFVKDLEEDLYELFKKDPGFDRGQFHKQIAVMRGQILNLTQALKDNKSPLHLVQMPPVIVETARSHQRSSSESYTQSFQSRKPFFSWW
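Compounds are screened against recombinant PI4K2A using PI as substrate and ATP, the latter dispensed at 300 microM. Reactions run one hour at ambient temperature before ADP-Glo detection; full inhibition defined by wells lacking enzyme.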
* marks the source's active call; other numbers are inactive results; i = inactive.

PI4K2A inh,SMILES
2.2,Nn1c(SCC(=O)NC2CCCCC2)nnc1-c1cc(-c2ccccc2)n[nH]1
-4.7,Cc1ccccc1CS(=O)(=O)Cc1ccc(C(=O)Nc2cccc(C)c2C)o1
-2.7,COc1ccc(C2C(C(=O)Nc3cc(OC)c(OC)c(OC)c3)CCC(=O)N2c2ccc(OC)cc2)cc1 (configuration not stated)
3.2,CCOC(=O)CC[C@@H]1CC[C@]2(CCCN(S(=O)(=O)c3ccccc3)C2)O1
-1.6,COCCNC[C@@]12CO[C@H](c3ccc(Cl)cc3)N1[C@@H](c1ccc(Cl)cc1)SC2
4.3,CC1(c2nnnn2Cc2ccccc2)CCCC(=O)N1Cc1cccs1 (configuration not stated)
2.5,CC(C)(C)c1ccc(-c2nnc(SCC(=O)Nc3cccc4ccccc34)n2Cc2ccco2)cc1
-2.8,Cc1ccc(Cn2cc(CN3[C@H](CC(C)C)COc4cc(Br)ccc4S3(=O)=O)nn2)cc1
-0.4,COc1ccccc1NC(=S)OC1CCC12CCC(c1ccccc1)CC2 (configuration not stated)
-1.4,OC(c1ccccc1)(c1ccccc1)C1CCN(CCCNc2cccc(Br)c2)CC1
-2.1,CC(C)C[C@@H]1COc2cc(Br)ccc2S(=O)(=O)N1Cc1cn(Cc2ccc(C(F)(F)F)cc2)nn1
-8.4,COc1ccccc1N1CCN(C(=O)c2ccc3c(c2)nc(C)n3-c2cc(OC)c(OC)c(OC)c2)CC1
-2.7,Cc1cc(C)cc(NC(=O)N2CCC(c3nc4ccc(Cl)cc4[nH]3)CC2)c1
1.2,O=C(NCC(c1ccccc1)c1ccccc1)[C@H](Cc1c[nH]c2ccccc12)NC1(C(=O)NC2CCCCC2)CCCCCC1
-0.1,COC(=O)c1cc(Cl)ccc1NS(=O)(=O)C(F)(F)F
-8.0,CC(C)Oc1ccc(Oc2ccc(C#C[C@H](C)N3C(=O)c4ccccc4C3=O)cc2)cn1
-0.6,CCCCCN1CCCCC(NC(=O)c2ccccc2OC)C1=O (configuration not stated)
-3.5,COc1ccc(/C=C/S(=O)(=O)NCc2ccc(F)cc2)c(CNC(=O)OC(C)(C)C)c1
3.0,CN(C)CCCOC1(Cc2ccccc2)CCCCCC1
0.6,O=C(Nc1ccc2c(c1)OCO2)O[C@@H]1CC[C@@]23CCCN2C(=O)CCC[C@H]3C1
-2.4,COC(=O)[C@]12C[C@H](CC(=O)NCc3ccc(C)o3)C(=O)N(Cc3ccco3)C1=C[C@H](COCc1ccccc1)O[C@@H]2C
-2.6,CC1(c2nnnn2C2CCCCC2)CSCC(=O)N1CCc1ccc(O)cc1 (configuration not stated)
1.0,O=S(=O)(c1ccc(Cl)s1)N1CCC(c2nc3ccccc3o2)CC1
0.5,COc1cccc(/C=C2\CC3(OC(=O)C4CCCC4)CCCN2C3)c1 (configuration not stated)
-5.4,C#CCNC(=O)C[C@H]1C[C@@]2(C(=O)OC)C(=C[C@H](C(C)C)O[C@@H]2C2CC2)N(Cc2cccc3ccccc23)C1=O
-1.5,C[C@H]1[C@H](N(Cc2cccs2)Cc2cccs2)CC[C@@]23CCCN2C(=O)CCC[C@@H]13
-2.1,OC[C@@H]1CC[C@@H]2O[C@H](CCc3ccc(-c4ccc(F)cc4)cc3)[C@H](n3cc(C4CC4)nn3)C[C@@H]2O1
-6.1,CCSc1nnc(-c2ccco2)n1C
-1.3,C=CCN1[C@@H](CC(C)C)COc2cccc(N3CCSCC3)c2S1(=O)=O
-3.5,C#CCNC(=O)c1cnn(-c2ccccc2)c1N
-1.4,Cn1c(=O)c2cc(S(=O)(=O)N3CCN(Cc4ccccc4)CC3)ccc2n(C)c1=O
0.8,COC(=O)[C@H](C(C)C)N1Cc2nnn(CC3CCCCC3)c2-c2cc(F)ccc2S1(=O)=O
-2.0,CC(=O)OC[C@H]1O[C@@H](OC(C)=O)[C@H](OC(C)=O)[C@@H]1OC(C)=O
-5.0,COC(=O)[C@]12C[C@H](CC(=O)N3CCN(C(=O)c4ccco4)CC3)C(=O)N(CCc3ccc(OC)c(OC)c3)C1=C[C@H](C(C)(C)C)O[C@@H]2C
0.0,COC(=O)[C@]12C[C@H](CC(=O)N3CCCCC3)C(=O)N(Cc3cccc4ccccc34)C1=C[C@H](COCc1ccccc1)O[C@@H]2C
18.5,COc1ccc(C=Nn2c(-c3ccc(F)cc3)n[nH]c2=S)cc1OCc1ccccc1
-1.4,COC(=O)C12C=C3CC(C4CC4)=C3C(=O)N1Cc1[nH]c3ccccc3c1C2 (configuration not stated)
5.0,COC(=O)[C@]12C[C@H](CC(=O)N3CCN(C(=O)C4CC4)CC3)C(=O)N(Cc3cccc4ccccc34)C1=C[C@H](C(C)C)O[C@@H]2C1CC1
3.7,COCCCNC(=O)c1ccc2c(c1)NC(=O)C(C)(C)O2
-3.8,COC(=O)[C@]12C[C@H](CC(=O)NCCCCc3ccccc3)C(=O)N(Cc3ccc(Cl)cc3Cl)C1=C[C@H](C(C)C)O[C@@H]2C1CC1
-3.1,CCCCN1CCN(C(=O)c2ccc(CNC(=O)c3cccc(Br)c3)cc2)CC1
4.2,O=C(NCCCc1ccccc1)O[C@@H]1CC[C@@]23CCCN2C(=O)CCC[C@H]3C1
-2.7,O=C(Nc1ccc2c(c1)OCO2)OC1CCC12CCCCC2 (configuration not stated)
-4.8,CCOC(=O)[C@]12CCCCC/C=C\1N(Cc1ccc(OC)cc1)C(=O)[C@H]2CC(=O)NCc1cccs1
-5.1,COC(=O)CC1CCc2cc(C)cc(C(=O)CC(C)C)c2O1 (configuration not stated)
2.5,CN[C@H]1C[C@H]2c3[nH]c4cccc(-c5cccc(C)c5)c4c3CCN2C(=O)[C@H]1[C@H](C)O
-2.0,O=C(CSc1nnc(-c2ccccn2)n1-c1ccccc1)c1ccc(Cl)c(Cl)c1
1.8,COC[C@@H]1CCCN1c1cccc2c1S(=O)(=O)N(C1CC1)CCCO2
-5.3,CCCCCOc1ccc(/C=N/NC(=O)CSc2nnc(-c3ccc(OC)cc3)n2-c2ccc(C)cc2)cc1
4.2,N#Cc1cccc(C(=O)N2CCC(Oc3cccnc3)CC2)c1
-4.2,CN(Cc1ccc(F)cc1)C(=O)CN1C(=O)C2(OCCCO2)c2ccccc21
3.7,COC(=O)C1=C[C@@H]([C@@H](C)[C@H](OC)c2ccccc2Br)[C@@H]2OCCC[C@H]12
-1.8,COc1cc(-n2c(C)nc3cc(C(=O)N4CCCCC4)ccc32)cc(OC)c1OC
-0.1,Cc1nc2sc(C(=O)NCc3nccs3)c(N)c2c(C)c1Cl
3.4,COc1ccccc1CN[C@@H]1CC[C@@]23CCCN2C(=O)CCC[C@H]3C1
3.0,CC(=O)N[C@H]1[C@H]([C@H](O)[C@H](O)CO)OC(C(=O)O)=C[C@@H]1N=C(N)N
-2.6,COC(=O)c1cc(-c2ccccc2)c(=O)n2c1CCC2
-9.6,C#CCN1C(=O)[C@@](O)(c2cccn2C)c2cc(F)ccc21
-0.8,CCC[C@H]1[C@@H](NC(=O)c2cccc(C(F)(F)F)c2)CC[C@@]23CCCN2C(=O)CCC[C@@H]13
-1.5,COCCCNC(=O)C[C@H]1C[C@@]2(C(=O)OC)C(=C[C@H](C(C)(C)C)O[C@@H]2C)N(Cc2ccc(Cl)cc2Cl)C1=O

4 compounds picked at random from the list so far:
PI4K2A inh,SMILES
3.2,CCOC(=O)CC[C@@H]1CC[C@]2(CCCN(S(=O)(=O)c3ccccc3)C2)O1
1.8,COC[C@@H]1CCCN1c1cccc2c1S(=O)(=O)N(C1CC1)CCCO2
-2.7,O=C(Nc1ccc2c(c1)OCO2)OC1CCC12CCCCC2 (configuration not stated)
3.0,CC(=O)N[C@H]1[C@H]([C@H](O)[C@H](O)CO)OC(C(=O)O)=C[C@@H]1N=C(N)N

Ordered by number of heavy atoms (lowest first): five of the compounds above.
PI4K2A inh,SMILES
-0.6,CCCCCN1CCCCC(NC(=O)c2ccccc2OC)C1=O (configuration not stated)
-2.6,CC1(c2nnnn2C2CCCCC2)CSCC(=O)N1CCc1ccc(O)cc1 (configuration not stated)
-0.8,CCC[C@H]1[C@@H](NC(=O)c2cccc(C(F)(F)F)c2)CC[C@@]23CCCN2C(=O)CCC[C@@H]13
-2.7,COc1ccc(C2C(C(=O)Nc3cc(OC)c(OC)c(OC)c3)CCC(=O)N2c2ccc(OC)cc2)cc1 (configuration not stated)
-5.0,COC(=O)[C@]12C[C@H](CC(=O)N3CCN(C(=O)c4ccco4)CC3)C(=O)N(CCc3ccc(OC)c(OC)c3)C1=C[C@H](C(C)(C)C)O[C@@H]2C

Remaining list, next part:
PI4K2A inh,SMILES
-1.4,CN1[C@H](Cc2ccccc2)COc2cc(N3CCCC3)ccc2S1(=O)=O
-1.9,Cn1c(SCC(=O)Nc2ccccc2-c2ccccc2)nnc1-c1cnccn1
2.1,CCOC(=O)[C@]12CCCCC/C=C\1N(Cc1ccc(OC)cc1)C(=O)[C@H]2CC(=O)NCCCOC
-2.8,COC(=O)[C@]12C[C@H](CC(=O)NCCCCc3ccccc3)C(=O)N(Cc3ccc(Cl)cc3Cl)C1=C[C@H](COCc1ccccc1)O[C@@H]2C
i,NCCCC(N)CC(=O)NCC1NC(=O)C(CO)NC(=O)C(N)CNC(=O)C(C2CCN=C(N)N2)NC(=O)C(=CNC(N)=O)NC1=O (configuration not stated)
-0.7,Cc1sc2nc(COC(=O)CNC(=O)c3ccccc3Cl)[nH]c(=O)c2c1C
-0.9,C#CCN1C(=O)[C@]2(NCCc3c2[nH]c2ccc(OC)cc32)c2cc(F)ccc21
6.0,Clc1ccc(-c2nnc3n2N=C(c2ccc(-c4ccccc4)cc2)CS3)cc1
4.4,CN1CC(O)([C@H](Cc2ccccc2)NC(=O)OC(C)(C)C)OCC1C(=O)NCc1cccc2ccccc12 (some centres not stated)
-0.7,CCN(CC)C(=O)CC[C@H]1CC[C@]2(CCCN(Cc3cccs3)C2)O1
0.2,COc1ccc(C=Nn2c(-c3n[nH]c4c3CCC4)n[nH]c2=S)cc1OCc1ccccc1
-3.9,C[C@@H](O[C@H]1OCCN(Cc2n[nH]c(=O)[nH]2)[C@H]1c1ccc(F)cc1)c1cc(C(F)(F)F)cc(C(F)(F)F)c1
3.7,C[C@@H]1OC(c2ccccc2)N(C)[C@H]2C[C@H]3c4[nH]c5cccc(-c6ccccc6)c5c4CCN3C[C@@H]12 (some centres not stated)
1.0,COC(=O)[C@]12C[C@H](CC(=O)NCc3ccccc3)C(=O)N(Cc3ccco3)C1=C[C@H](C(C)(C)C)O[C@@H]2C
-1.1,COc1cccc(/C=C2\CC3(OC(=O)c4cccc(F)c4)CCCN2C3)c1 (configuration not stated)
-1.5,Cc1ccccc1CN1CCCCC(NC(=O)c2cc(-c3ccccc3)no2)C1=O (configuration not stated)
-3.4,CC(=O)c1ccc(NC(=O)NC2CCCCN(Cc3cccc(Cl)c3)C2=O)cc1 (configuration not stated)
1.5,N#Cc1cccc(CNCC(=O)N2CCC3(CC2)OCCO3)c1
3.2,COc1ccc(CN2C(=O)CCCC2(C)c2nnnn2-c2ccc3c(c2)OCCO3)cc1 (configuration not stated)
7.3,CCC(C#Cc1ccccc1)N(C)C(N)=NC(=O)/C=C/c1ccccc1 (configuration not stated)
-0.6,Cc1c(NC(=O)C2CCCN(S(=O)(=O)c3c(C(C)C)cc(C(C)C)cc3C(C)C)C2)c(=O)n(-c2ccccc2)n1C (configuration not stated)
-3.6,O=S1(=O)CCOCC(CO)N1Cc1cccc(Br)c1 (configuration not stated)
-3.0,COc1ccc2[nH]c3c(c2c1)CCN[C@]31C(=O)N(C)c2ccccc21
0.0,Cn1c(=O)oc2cc(S(=O)(=O)N3CCN(C(=O)C4CCCO4)CC3)ccc21 (configuration not stated)
0.0,O=C1[C@@H](CCc2ccccc2)[C@@H]2c3ccccc3C=NN2[C@@H]2c3ccccc3C=NN12
-1.1,COC(=O)c1cc(C)oc1C
-4.3,CC(=O)N[C@H]1C[C@@H]2O[C@H](CO)CC[C@@H]2O[C@@H]1CCc1ccc(-c2ccc(F)cc2)cc1
-1.1,COC(=O)[C@]12C[C@H](CC(=O)N3CCC(c4ccccc4)CC3)C(=O)N(Cc3ccc(Cl)cc3Cl)C1=C[C@H](COCc1ccccc1)O[C@@H]2C
1.0,Cc1cccc(OC[C@@H](O)CN2CCC(C(O)(c3ccccc3)c3ccccc3)CC2)c1
-2.2,COC(=O)[C@]12C[C@H](CC(=O)NCc3ccccc3)C(=O)N(CCC3=CCCCC3)C1=C[C@H](C1CCCC1)O[C@@H]2C
-0.7,COC(=O)[C@]1(C#N)CC(=O)N(CC(C)C)[C@@H]1c1ccccc1
-1.6,CCC[C@H]1[C@@H](NC(=O)C#Cc2ccccc2)CC[C@@]23CCCN2C(=O)CCC[C@@H]13
1.1,Cc1ccccc1CN1CCCCC(NC(=O)c2cccc([N+](=O)[O-])c2)C1=O (configuration not stated)
2.7,CCOC(=O)CC[C@@H]1CC[C@]2(CCCN(Cc3cccs3)C2)O1
-11.4,Clc1ccc(-c2cc(-c3nnc4sc(Cc5cccs5)nn34)[nH]n2)cc1
-0.6,CN(C)[C@H]1CCN(c2ccc3c(c2)OCCCN(C2CC2)S3(=O)=O)C1
-1.5,COc1ccc(/C=C2\CC3(OC(=O)c4ccco4)CCCN2C3)cc1 (configuration not stated)
1.6,COc1ccc(C#Cc2ccc3c(c2)[C@H]2[C@H](CCN2S(=O)(=O)c2ccccc2F)[C@H](CO)N3C)cc1
-6.9,COC(=O)c1cc(-c2ccc(OC)c(OC)c2)c(=O)n2c1CCC2
1.9,COc1ccccc1NC(=O)O[C@@H]1CC[C@@]23CCCN2C(=O)CCC[C@H]3C1
5.5,O=C(NC1CCCC1)C1CSCCS(=O)(=O)N1Cc1ccc(F)cc1 (configuration not stated)
-5.6,CC(C)CCNC(=O)C1COC(O)(C(Cc2ccccc2)NC(=O)[C@@H](NC(=O)OCc2ccccc2)C(C)C)CN1 (some centres not stated)
1.4,COC(=O)C1CN(C(=O)OC(C)(C)C)C2=C1C(=O)CC(C)(C(=O)OC(C)(C)C)C2 (configuration not stated)

Screening results as filed in PubChem BioAssay.

These rows are one share of the data, so the mix of outcomes need not match the whole.
